Screens deposited in PubChem BioAssay by ICCB-Longwood Screening Facility, Harvard Medical School.
PV pol inh: inhibitors of poliovirus RNA polymerase binding and polymerization | poliovirus polymerase elongation, fluorescence polarization; hits give low values | 150,000 tested, 0.66% active | % elongation, % (compound at 16.7 µg/mL) | P03300; in the data active = % elongation below about 90%; also: some results filed as inactive read as strong as hits
Target sequence (P03300 1749-2209 limits assumed): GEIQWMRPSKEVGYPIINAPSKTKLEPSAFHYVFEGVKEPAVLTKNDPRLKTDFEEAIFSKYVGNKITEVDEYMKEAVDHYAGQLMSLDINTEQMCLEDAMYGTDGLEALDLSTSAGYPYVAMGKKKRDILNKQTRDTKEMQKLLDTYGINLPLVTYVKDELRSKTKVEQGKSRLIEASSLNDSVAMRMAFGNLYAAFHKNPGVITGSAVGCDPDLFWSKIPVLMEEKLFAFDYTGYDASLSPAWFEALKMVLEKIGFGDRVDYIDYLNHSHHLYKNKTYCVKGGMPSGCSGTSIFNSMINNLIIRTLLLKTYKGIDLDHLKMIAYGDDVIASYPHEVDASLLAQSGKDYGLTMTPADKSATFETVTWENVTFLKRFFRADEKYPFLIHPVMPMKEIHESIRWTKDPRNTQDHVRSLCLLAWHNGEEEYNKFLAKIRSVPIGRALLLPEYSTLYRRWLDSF
PV pol inh FP z-score: second read-out of PV pol inh, no call of its own (marks repeat the call); z-score; measured here: FP z-score; hits read low
* = called active by the depositor; & = joins results of further samples.

SMILES | PV pol inh | PV pol inh FP z-score
Cc1cc(C(=O)COC(=O)C2CCN(S(=O)(=O)c3cccs3)CC2)c(C)n1C | 101 | -0.3
O=C(Cn1c(=O)cnc2ccccc21)N1CCN(S(=O)(=O)c2ccccc2)CC1 | 103 | 0.3
O=C(NCc1ccc2c(c1)CCN2C(=O)c1ccccc1)c1cc2ccccc2[nH]1 | 101 | -1.3
COc1cccc(CNC(=O)c2cccn2-c2nnc(N3CCCC3)s2)c1 | 115 | 1.7
O=C(Nc1cc(C(=O)Nc2ccccc2O)cc(C(=O)Nc2ccccc2O)c1)c1ccccc1 | 105 | 0.3
CC(C)NCC(O)c1ccc2ccccc2c1 (configuration not stated) | 97&101 | -1.4&0.2
CCOC(=O)c1[nH]c(COC(=O)c2ccc(Cl)c(S(=O)(=O)N3CCOCC3)c2)c(C(=O)OCC)c1C | 102 | 0.1
CCCOC(=O)c1cc2ccccc2oc1=O | 105 | 1.2
CC(NC(=O)OC1CCCC1)(C(F)(F)F)C(F)(F)F | 103 | 0.3
COC(=O)c1ccc(NC(=O)c2c(NCc3ccc(C)o3)sc3c2CCCC3)cc1 | 105 | -0.1
CCOc1ccc(OCC)c(NC(=O)c2c(C)nn(-c3ccccc3)c2-n2cccc2)c1 | 101 | -0.8
Cc1c(C(=O)N(C)C)sc2c1c(=O)n(-c1ccc(Cl)c(Cl)c1)c(=O)n2CC(=O)Nc1cccc(C(F)(F)F)c1 | 115 | 2.1
CCOC(=O)c1c(-c2ccc(C)cc2)csc1NC(=O)c1cc(=O)c2cc(C)cc(C)c2o1 | 96 | -2.2
O=C1N(c2ccccc2)c2ccccc2C1(O)C(F)(F)F (configuration not stated) | 100 | 0
COc1ccc(NC(=O)Cc2c(O)c3ccccc3[nH]c2=O)cc1 | 100 | 0.2
CCC(=O)c1cn(CC(=O)N2CCCC2)c2ccccc12 | 107 | 0.5
Cc1ccccc1OCC1=NN2C(=N)/C(=C\c3cccn3-c3cccc(Cl)c3)C(=O)N=C2S1 | 108 | 2.3
CCN1CC(C(=O)O)CC1=O (configuration not stated) | 100 | -0.6
COc1ccc(/C=C(\NC(=O)c2ccccc2)C(=O)N2CCOCC2)cc1 | 106 | 1.3
Cc1cc2c(NC(=O)COCC(=O)O)cccc2nn1 | 65* | -5.8*
COc1ccccc1N1CCN(C(=O)c2cc3ccc4ccc(C)[nH]c4c3n2)CC1 | 108 | 0.3
O=C(NCCN1C(=O)C2C3C=CC(C3)C2C1=O)Nc1cccnc1 (configuration not stated) | 100 | -0.5
CCN1CCSc2ccc(C(=O)NCc3ccc4c(c3)OCO4)cc21 | 98 | -1.7
CCN1CC(C)C(O)(c2ccccc2)CC1C (configuration not stated) | 105 | 0.2
Cc1ccc2c(c1)N(CC(=O)N1CCCC1)C(=O)C(C)O2 (configuration not stated) | 100 | -0.4
C=CCSc1nc(O)cc(=O)n1C | 98 | -0.6
CC(C)C(=O)N=c1sc2cccc(F)c2n1C | 107 | 1
CCN(CC)c1ccc(C(=O)OCC(=O)Nc2ncccn2)cc1 | 104 | 0.2
CCOc1ccc2oc(C(=O)Nc3ccc(S(C)(=O)=O)cc3)c(C)c2c1 | 116 | 1.2
CC1(C)CC(=NOC(=O)c2ccccc2)CC(C)(C)N1 | 96 | -0.8
Cc1csc2nc(COc3ccc(NC(=O)C(C)C)cc3)cc(=O)n12 | 105 | -0.5
COc1ccc(CCNC(=O)CC(c2ccccc2)c2cc(Br)ccc2O)cc1OC (configuration not stated) | 102 | 0
O=C(CCCCCN1C(=O)c2ccccc2C1=O)Nc1nccs1 | 101 | -0.1
c1ccc(-c2nc(C34CC5CC(CC(C5)C3)C4)co2)cc1 | 101 | -0.1
Cc1sc2ncnc(N3CCC(C(=O)NC4(C)CCS(=O)(=O)C4)CC3)c2c1C (configuration not stated) | 102 | -0.1
S=c1nc(-c2csc3c2CCCC3)[nH][nH]1 | 97 | -1
Cc1cc(=O)n2[nH]c(C(=O)N3CCCC3)nc2n1 | 101 | -0.2
COCCCNC(=O)C1CCN(C(=O)c2cnn(-c3ccccc3)c2-n2cccc2)CC1 | 108 | 0
COc1ccc2c(c1)c(=O)oc1c(CN(C)C)c(O)ccc12 | 100 | 0
COc1ccc(Nc2cc(C(=O)NCCN3CCCC3)c3ccccc3n2)c(OC)c1 | 101 | 0.4

Four neighbouring records out of the list so far:
SMILES | PV pol inh | PV pol inh FP z-score
c1ccc(-c2nc(C34CC5CC(CC(C5)C3)C4)co2)cc1 | 101 | -0.1
Cc1sc2ncnc(N3CCC(C(=O)NC4(C)CCS(=O)(=O)C4)CC3)c2c1C (configuration not stated) | 102 | -0.1
S=c1nc(-c2csc3c2CCCC3)[nH][nH]1 | 97 | -1
Cc1cc(=O)n2[nH]c(C(=O)N3CCCC3)nc2n1 | 101 | -0.2

(more compounds)
SMILES | PV pol inh | PV pol inh FP z-score
O=C(C1CCCO1)N1CCC2(CC1)OCCO2 (configuration not stated) | 104 | 0.7
CCn1cc(C(=O)O)c(=O)c2cc3c(cc21)OCO3 | 102&99 | 0.5&-0.2
O=C(c1ccc2c(c1)N(Cc1ccccc1F)C(=O)c1ccccc1S2=O)N1CCOCC1 (configuration not stated) | 104 | -0.2
CCn1cc(C(=O)O)c(=O)c2cnc(N3CCCC3)nc21 | 100&101 | 0&0.2
CCCC(=O)Nc1cc(Cl)ccc1OC | 99 | -0.3
COc1ccc(CNC(=O)c2cc3cc(S(=O)(=O)N4CCCCC4)ccc3n2C)c(OC)c1 | 112 | 0.9
CC(O)CNc1c[nH]c(=O)[nH]c1=O (configuration not stated) | 100 | -1
CC(=O)OCc1ccc(C=C(C#N)C#N)o1 | 100 | -0.2
S=c1sc2c(N3CCN(C/C=C/c4ccccc4)CC3)ncnc2n1-c1ccccc1 | 103 | -0.2
CCOC(=O)c1ccc(NS(=O)(=O)c2cc(-c3cc(C)no3)ccc2C)cc1 | 102 | 0.3
CCOC(=O)CCC(=O)O[C@H]1[C@H](O[C@@H]2[C@@H](C)[C@H](O[C@H]3C[C@@](C)(OC)[C@@H](O)[C@H](C)O3)[C@@H](C)C(=O)O[C@H](CC)[C@@](C)(O)[C@H](O)[C@@H](C)C(=O)[C@H](C)C[C@@]2(C)O)O[C@H](C)C[C@@H]1N(C)C | 99 | 0.2
CCn1nnc2cc(C(=O)Nc3ccc(Cl)cc3C)ccc21 | 100 | -1.4
Nn1c(Cc2ccccc2F)nnc1SCC(=O)c1ccc[nH]1 | 100 | -0.6
COc1ccc(-n2cnnc2SCCC#N)cc1 | 105 | 0.4
COc1ccccc1N(CC(O)CN1CCOCC1)S(=O)(=O)c1ccc(C)cc1 (configuration not stated) | 104 | 0.6
Cc1cccc(NC(=O)COC(=O)CN=C2NS(=O)(=O)c3ccccc32)c1C | 109 | 0.8
Cc1cn(C)c(CC(=O)N2CCN(c3cccc(Cl)c3)CC2)c1C(=O)O | 107 | 0.2
Cc1cccc(-c2noc(CN(C(=O)COc3ccc(C(C)C)cc3)C(C)C)n2)c1 | 105 | 0.2
Cc1cccc(C)c1Nc1nn2c(=O)c3ccccc3nc2s1 | 88* | -2.5*
CSc1ccc(Sc2ccc(SC)cc2)cc1 | 99 | -0.5
C#C[C@]1(O)CC[C@H]2[C@@H]3CCC4=CC(=O)CC[C@@H]4[C@H]3CC[C@@]21C | 97 | -0.7
CNC(=O)/C(C#N)=C/c1c(Oc2ccccc2)nc2ccccn2c1=O | 98 | -0.9
COc1cccc2c1OC1(CCN(C(C)C)CC1)N1N=C(c3cccs3)CC21 (configuration not stated) | 106 | 0.3
COCC(C)n1c(C)ccc1C (configuration not stated) | 97 | -2.5
CCn1c(SCC(=O)Nc2ccccc2C(=O)OC)nc2ccsc2c1=O | 111 | 1.1
CCN(CC)S(=O)(=O)c1cccc(C(=O)O)c1 | 103 | 0.2
Cc1nn(Cc2ccccc2Cl)c(Cl)c1C(=O)OCC(=O)NCc1ccco1 | 106 | 0.6
NCCc1ccn[nH]1 | 99 | -0.3
O=C(COC(=O)Cn1[nH]c(=O)c2ccccc2c1=O)Nc1ncc(Cl)cc1Cl | 89 | -2.2
FC(F)(F)c1ccnc(NCCNC(=S)NCc2ccco2)n1 | 108 | 0.4
CC(C)OC(=O)c1ccc2[nH]c3c(c2c1)CCCC3 | 103 | 0.3
CCOC(=O)/C=C1\SC(=O)CN1CC(=O)Nc1ccccc1 | 46 | -6.9
CN1C(c2ccccc2)=CC(c2ccccc2)n2ncnc21 (configuration not stated) | 104 | 0.5
Cc1cccc(/C=N/NC(=O)c2ccccn2)c1O | 104 | 0.7
CC(NC(=O)c1ccc2c(c1)sc1nc(-c3ccc(F)cc3)cn12)C12CC3CC(CC(C3)C1)C2 (configuration not stated) | 110 | 0.8
O=C(OCc1ccco1)c1cccnc1Cl | 102 | 0
N#Cc1c(-c2ccccc2)cc(-c2ccccc2)nc1SCC(=O)Nc1ccc(Cl)cc1 | 106 | 0.4
O=c1cc(-c2cccnc2)nc2cc(-c3ccco3)[nH]n12 | 102 | 0.2
Cc1cc(-n2cnc(-c3cn[nH]c3C)n2)no1 | 102 | 0.2
CCn1c(C)c(C)c2cc(C(=O)NCCCN3CCCCC3)ccc21 | 105 | -0.4
O=C(NCc1ccc2c(c1)CCN2C(=O)c1ccncc1)c1ccccc1Cl | 105 | -0.4
CCOC(=O)c1ccccc1NC(=O)C12CC3CC(CC(C3)C1)C2 | 101 | -0.2
O=C(CC1=NS(=O)(=O)c2ccccc2N1)NCc1ccc(F)cc1 | 102 | -0.1
Cc1ccc(Cn2c(=O)n(-c3cccc(C(F)(F)F)c3)c(=O)c3c(C)c(C)sc32)c(C)c1 | 108 | 0.5
Cc1cc(C)c(NC(=O)C(C)n2nc(-c3ccc(C)c(C)c3)ccc2=O)c(C)c1 (configuration not stated) | 112 | 1.1
COCC(=O)Nc1nc2nc(-c3ccccc3)cc(=O)n2[nH]1 | 100 | -1.2
c1ccc(Cc2nnc(SCc3nc(-c4cccs4)no3)n2-c2ccccc2)cc1 | 103 | -1
O=c1c2c3c(sc2ncn1Cc1ccccc1)CCC3 | 110 | 1.2
Nc1ccc2nc(C(F)(F)F)[nH]c2c1 | 101&102 | 0.1&0.4
COc1ccccc1OCCCn1c(-c2ccc(Cl)cc2)nc2ccccc2c1=O | 102 | -0.9

(listing goes on)
SMILES | PV pol inh | PV pol inh FP z-score
Cc1cc(C)nc(NNS(=O)(=O)c2ccc(Cl)cc2)n1 | 97 | -0.6
CCCCc1ccc(NC(=O)CC#N)cc1 | 103 | 0.6
CS(=O)c1nc(-c2ccc(Br)cc2)cc(-c2ccccc2)c1C#N (configuration not stated) | 101 | 0.2
COc1ccc(OC)c2sc(N3CCN(C(=O)c4ccco4)CC3)nc12 | 102 | -1.3
CCOC(=O)Cc1[nH]nc2c1C(c1ccc(Cl)cc1)C(C#N)=C(N)O2 (configuration not stated) | 106 | 0.3
C/C(=C/c1ccccc1)C(=O)N1CCN(Cc2ccccc2)CC1 | 101 | 0.4
COC(=O)c1cc2ccccc2c(-c2c(O)ccc3ccccc23)c1O | 102 | -0.2
COc1ccc(-c2coc3c2c(C)cc2oc(=O)c(C)c(C)c23)cc1 | 105 | -0.3
Cc1cc(NC(=O)Nc2ccc(F)cc2)c(C(F)(F)F)o1 | 101 | 0
CC1(C)CC(=O)c2c(oc3ccc(NS(=O)(=O)c4ccc5ccccc5c4)cc23)C1 | 101 | 0

Exported as tab-separated lines: entries from further up.
SMILES	PV pol inh	PV pol inh FP z-score
CS(=O)c1nc(-c2ccc(Br)cc2)cc(-c2ccccc2)c1C#N (configuration not stated)	101	0.2
COc1ccc(OC)c2sc(N3CCN(C(=O)c4ccco4)CC3)nc12	102	-1.3
CCOC(=O)Cc1[nH]nc2c1C(c1ccc(Cl)cc1)C(C#N)=C(N)O2 (configuration not stated)	106	0.3
C/C(=C/c1ccccc1)C(=O)N1CCN(Cc2ccccc2)CC1	101	0.4
COC(=O)c1cc2ccccc2c(-c2c(O)ccc3ccccc23)c1O	102	-0.2

Additional results:
SMILES | PV pol inh | PV pol inh FP z-score
Cc1ccc(N2C(=O)C(N3C(=O)c4ccccc4C3=O)C2c2ccc3c(c2)OCO3)cc1 (configuration not stated) | 103 | 0.3
O=C(NC1CCCC1)c1ccccc1 | 100 | -0.5
O=C(CSc1nc2ccccc2[nH]1)N1CCCC1 | 103 | 0.5
Cc1cccc(N2CCN(CCNC(=O)c3csc4c3CCCC4)CC2)c1C | 101 | -0.6
CC1CCCCN1CCCNC(=O)c1c(O)nc2ccccn2c1=O (configuration not stated) | 103 | 1.4
O=C(NC(=S)Nc1ccc(Br)cc1)C1CC1 | 102 | 0
Nc1nn2cc(-c3ccccc3)nc2c2ccccc12 | 102 | 0.1
c1ccc(CN2CCC(NC3CCCC3)CC2)cc1 | 103 | 0.2
O=C(Nc1ccc2nc(SCCOc3ccccc3)sc2c1)c1ccccc1F | 107 | 0.1
NCC1OC(OC2C(N)CC(N)C(OC3OC(CO)C(O)C(N)C3O)C2O)C(O)C(O)C1O (configuration not stated) | 101 | 0.2
CC(C)(C)c1cc(C(=O)Nc2nccs2)ccn1 | 99 | -0.4
Cc1nnc(N2CCC(C(=O)NC(C)C)CC2)c2nn(-c3ccc(Cl)cc3)c(C)c12 | 108 | 0.4
O=C(O)c1ccccc1-c1ccccc1C(=O)NCCCO | 99 | -0.3
COc1cc(/C=N/N)cc(OC)c1OC | 103 | -0.3
O=C(CCCSc1nc2ccccc2s1)NCc1ccco1 | 108 | 0.7
NC(CSC1CCCCO1)C(=O)O (configuration not stated) | 103 | 0.4

Full records from above. Screens in order: PV pol inh, PV pol inh FP z-score
Listed for O=C(O)c1ccccc1-c1ccccc1C(=O)NCCCO : 99, -0.3
Listed for NC(CSC1CCCCO1)C(=O)O (configuration not stated) : 103, 0.4
Listed for COc1cc(/C=N/N)cc(OC)c1OC : 103, -0.3
Listed for CC(C)(C)c1cc(C(=O)Nc2nccs2)ccn1 : 99, -0.4
Listed for O=C(CCCSc1nc2ccccc2s1)NCc1ccco1 : 108, 0.7

A few values from the entries so far:
CCN1CC(C(=O)O)CC1=O (configuration not stated) in PV pol inh FP z-score is entered as -0.6
CCC(=O)c1cn(CC(=O)N2CCCC2)c2ccccc12 in PV pol inh FP z-score is entered as 0.5

Some of the compounds tested. The share of hits here may be higher or lower than overall.
